aGal spleen mod: qHTS Assay for Inhibitors and Activators of Human alpha-Galactosidase From Spleen Homogenate. Alpha-galactosidase A (Homo sapiens), P06280. human spleen homogenate, 4MU-alpha-Gal fluorescence, 40 min. Potency, µM (highest dose often 80 µM), without a hit: at the top dose activity change, negative = inhibition, usual class: inhibitors. 0.008% of 240,000 active. AID 2107, 2009;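 note: 0% = enzyme with vehicle and -100% = no enzyme basal signal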
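qHTS titration in buffer at pH 5.0. Alpha-galactosidase activity in spleen homogenate was measured via 4-methylumbelliferone release from 1 mM fluorogenic substrate after 40 min at 37C and a pH 10 stop. AC50 came from Hill fits of control-normalized data.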
Tau fluor cs: Counterscreen qHTS for Inhibitors of Tau Fibril Formation, Fluorescence Polarization; 0.93% of 280,000 active; tau K18 P301L Alexa594 fluorescence, heparin fibrillization; Potency, µM (highest dose often 57.7 µM), inactives show at the highest dose activity change, negative = decrease; note: nearly all actives have a fitted effect of over 55% in size
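Human K18 P301L tau (15 uM unlabeled plus 0.24 uM Alexa 594-labeled, final) in 100 mM sodium acetate pH 7 was mixed with compound and 20 uM heparin and incubated 6 hr at 37 C.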
TRb-SRC2 inh: qHTS for Inhibitors of the Interaction of Thyroid Hormone Receptor and Steroid Receptor Coregulator 2; Thyroid hormone receptor beta (Homo sapiens), P10828; TRbeta-SRC2 peptide binding, fluorescence polarization; receptor liganded with 1 µM T3; Potency, µM (series often up to 106 µM), inactives show at the highest dose activity change, negative = inhibition, usual class: inhibitors; 0.065% of 280,000 active; AID 1469, 2008;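 note: plate controls were bound peptide for no effect and peptide without receptor for full effect; nearly all actives have a fitted effect of over 50% in size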
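Each compound concentration gave % activity, normalized to unbound and bound Texas Red SRC2 controls, from polarization read after 5 hr ambient incubation with T3-loaded human TRb LBD.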
Tau ThT inhib: qHTS for Inhibitors of Tau Fibril Formation, Thioflavin T Binding; recombinant tau K18 P301L (four-repeat tau fragment), heparin-induced fibrillization, ThT fluorescence; Potency, µM (titrated, usually from 57.4 µM), for inactives: top-dose activity, negative = inhibition, hits mostly inhibitors; 2.1% of 270,000 active; note: nearly all actives have a fitted effect of over 55% in size
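Recombinant human tau K18 fragment […] carrying P301L, 15 uM unlabeled plus 0.24 uM Alexa 594-labeled, was fibrillized with 20 uM heparin in 100 mM sodium acetate pH 7 for 6 hr at 37 C; 30 uM ThT fluorescence read after 1 hr.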
L3MBTL1 block: qHTS Assay for the Inhibitors of L3MBTL1 | Lethal(3)malignant brain tumor-like protein 1 (Homo sapiens), Q9Y468 | AlphaScreen L3MBTL1–H3K9me1 peptide binding | Potency, µM (series often up to 57.1 µM), for inactives: top-dose activity, negative = inhibition, most hits filed as inhibitors | 0.66% of 230,000 active | AID 485360, 2010; note: nearly all actives have a fitted effect of over 60% in size
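L3MBTL1 (50 nM) pre-complexed 30 min with biotinylated H3(1-15)K9me1 peptide (75 nM), then compounds added for 30 min at room temperature; AlphaScreen streptavidin donor/nickel chelate acceptor beads (10 ug/mL final) read after 30 min dark incubation.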
ALDH1A1 block: qHTS Assay for Inhibitors of Aldehyde Dehydrogenase 1 (ALDH1A1); Purified ALDH1A1, NADH fluorescence, propionaldehyde substrate; AID 1030, 2008; Aldehyde dehydrogenase 1A1 (Homo sapiens), P00352; 7.3% of 220,000 active; Potency, µM (series often up to 75.3 µM), for inactives: top-dose activity, negative = inhibition, actives largely listed as inhibitors; active = well fitted inhibition curve with a large enough effect, not every such curve was filed as active; inconclusive = small, poorly fitted or top-dose-only effect, or another doubt; inactive = no such curve, though single readings can be large or run the other way;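 note: plate controls were no enzyme wells and a reference inhibitor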
Tau fibril FP: qHTS for Inhibitors of Tau Fibril Formation, Fluorescence Polarization; 0.39% of 280,000 active; K18 P301L tau heparin fibrillization, Alexa594 FP, 6 h; Microtubule-associated protein tau (Homo sapiens), P10636; AID 1468, 2008; Potency, µM (doses to about 57.7 µM), for the others: at the top dose activity, negative = inhibition, usual class: inhibitors; note: nearly all actives have a fitted effect of over 55% in size
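Read-out: fluorescence polarization of Alexa 594-labeled tau (0.24 uM), 555 nm excitation, 632 nm emission. Mixtures held 15 uM unlabeled K18 P301L, compound and 20 uM heparin, pH 7 acetate buffer, incubated 6 hr at 37 C.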
TR SRC2 fluor cs: Total Fluorescence Counterscreen for Inhibitors of the Interaction of Thyroid Hormone Receptor and Steroid Receptor Coregulator 2. TRb/SRC2 Texas Red total fluorescence interference. Potency, µM (highest dose often 106 µM), inactives show at the highest dose fluorescence change, negative = quenching. 0.29% of 280,000 active; active = well fitted curve in either direction with a large enough effect; inconclusive = small, poorly fitted or top-dose-only effect
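Flags fluorescent or light-absorbing compounds by total fluorescence, S + 2P, at 555 nm excitation and 632 nm emission. Mixture: 20 nM Texas Red SRC2 peptide, 0.6 uM human TRb LBD, 1 uM T3, 5% DMSO; compound exposure 5 h at ambient temperature.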
An asterisk follows results filed as active; ? = inconclusive; . = not tested or not shown; & = joins results of further samples; [ ] = dose if it differs, or a comment. Unless noted, calls come from the whole dose curve; as a rule, active = well fitted curve in the direction sought with a large enough effect; inconclusive = small, poorly fitted or top-dose-only effect, or another doubt; inactive = no such curve, though single readings can be large; an effect the other way counts as inactive or inconclusive. Unless noted, % is set by controls: 0 for no effect and ±100 for the full control effect; potency is the fitted concentration of half-maximal effect. Some of the compounds tested, so the mix of outcomes need not match the whole.

Short keys: A = aGal spleen mod; B = Tau fluor cs; C = TRb-SRC2 inh; D = Tau ThT inhib; E = L3MBTL1 block; F = ALDH1A1 block; G = Tau fibril FP; H = TR SRC2 fluor cs
CN(C)CCNC(=O)c1cccn(Cc2cc(C(F)(F)F)cc(C(F)(F)F)c2)c1=O
  A: 2% | B: 7% | C: 1% | D: 1% | E: . | F: ? | G: 9% | H: 0%
Cc1ccc2cc(C=C(C#N)C#N)c(Cl)nc2c1
  A: 14% | B: -3% | C: -2% | D: ? | E: -2% | F: -79% | G: -9% | H: -7%
CC(C)CCn1c(N)c(C(=O)NCc2cccs2)c2nc3ccccc3nc21
  A: 11% | B: ? | C: -27% | D: -16% | E: ? | F: ? | G: ? | H: -1%
Nc1ccccc1C(=O)O
  A: -1% | B: . | C: -2% | D: . | E: . | F: ? | G: . | H: -1%
Oc1cc2c(cc1O)[C@H]1c3ccccc3CNC1CC2 (stereo partly specified)
  A: 1% | B: ? | C: -3% | D: ? | E: . | F: ? | G: -16% | H: -5%
CCCOP(=O)(OCCC)C(NC(=O)c1cc(OC)c(OC)c(OC)c1)c1ccccc1 (stereo unspecified)
  A: 3% | B: -5% | C: -2% | D: -7% | E: 8% | F: 3% | G: -2% | H: -1%
Cn1c(=O)cc(OCC(=O)N2CCC3(CC2)OCCO3)c2ccccc21
  A: 13% | B: 3% | C: . | D: -8% | E: 6% | F: 7% | G: 1% | H: 1%
O=[N+]([O-])c1ccc(N2CCNCC2)cc1N1CCCCCC1
  A: -4% | B: -12% | C: 3% | D: ? | E: -15%[11.4 µM] | F: 4.5µM* | G: 3% | H: -2%
CCC(=O)OC1CCC2C3CCc4cc(O)ccc4C3CC[C@]12C (stereo partly specified)
  A: 8% | B: ? | C: -6% | D: ? | E: . | F: 7% | G: ? | H: 9%
CCCCn1cnc2cc(NCc3cccc(OC)c3O)ccc21
  A: 2% | B: -26% | C: -3% | D: ? | E: -11% | F: ? | G: 4% | H: -7%
CC(=O)OC1CN2CCC1CC2 (stereo unspecified)
  A: 0% | B: 9% | C: 6% | D: 9% | E: . | F: -3% | G: -4% | H: -1%
CC(NCc1cccc(Cl)c1Cl)C(O)c1ccccc1 (stereo unspecified)
  A: -11% | B: -7% | C: -14% | D: -4% | E: 11% | F: 4% | G: 5% | H: 0%
O=C(NC1CCCCC1)Oc1cc2oc(=O)sc2cc1Cl
  A: -26% | B: 4%[0.0958 µM] | C: -6% | D: . | E: . | F: . | G: -2%[0.0958 µM] | H: 0%
COc1ccc(OP(=O)(Nc2ccccc2)Nc2ccccc2)cc1
  A: 0% | B: -8% | C: -20% | D: -3% | E: . | F: 4% | G: 6% | H: -1%
CC(C)(C)c1ccc(C(=O)C2CCCN(Cc3ccon3)C2)cc1 (stereo unspecified)
  A: 2% | B: -9% | C: -4% | D: -8% | E: -7% | F: -1% | G: -1% | H: -4%
CCOC(=O)c1c(-n2c(C)cc(C=C3C(=O)NC(=S)NC3=O)c2C)sc2c1CCCC2
  A: -3% | B: ? | C: 5% | D: ? | E: -10% | F: 7.9µM* | G: ? | H: 7%
C/C=C(\C)C(=O)OC1CC(OC(C)=O)[C@@]2(C(=O)OC)COC3C2[C@@]12CO[C@](O)(C(=O)OC)C2[C@](C)(C12OC1(C)C1CC2OC2OC=C[C@]21O)C3O (stereo partly specified)
  A: -7% | B: -8% | C: -11% | D: -6% | E: . | F: 1% | G: -2% | H: 1%
Cc1ccccc1[N+](=O)[O-]
  A: -2% | B: . | C: 7% | D: . | E: 8% | F: 0% | G: . | H: -3%
CC(=NCc1cccnc1)c1c(O)n(-c2ccccc2)c(=O)[nH]c1=O
  A: 4% | B: 2% | C: 3% | D: -1% | E: 5% | F: -2% | G: 2% | H: 1%
CCCCC/C=C\C/C=C\CCCCCCCCCC(=O)NCCO
  A: 5% | B: -10% | C: -5% | D: -8% | E: . | F: -3% | G: -6% | H: -1%
O=C1c2ccccc2C(=O)N1Cc1nc2ccccc2c(=O)n1-c1ccc(Br)cn1
  A: 6% | B: -6% | C: 0% | D: -4% | E: -6% | F: 7% | G: 3% | H: -6%
CCCCn1c(O)c(C(CC)=NCc2ccc3c(c2)OCO3)c(=O)[nH]c1=O
  A: 6% | B: -9% | C: 3% | D: ? | E: . | F: -4% | G: -4% | H: 1%
CCC(=O)N1CCN(CCN=Cc2c(O)n(C)c(=O)n(C)c2=O)CC1
  A: -3% | B: 6% | C: -3% | D: -5% | E: 4% | F: -2% | G: 2% | H: -5%
CCc1ccc(CN2CCN(Cc3ccc(SC)cc3)CC2)cc1
  A: -4% | B: -17% | C: 0% | D: -16% | E: . | F: -9% | G: -11% | H: 0%
O=C(O)CSC(=S)N1CC2CC(C1)c1cccc(=O)n1C2 (stereo unspecified)
  A: 6% | B: 0% | C: 4% | D: -5% | E: 15% | F: 7% | G: -4% | H: -2%
CCCCOP(=O)(OCCCC)/C(C#N)=C(/C)O
  A: -4% | B: -5% | C: -9% | D: -13% | E: . | F: -2% | G: 2% | H: 0%
NC(=O)OCCSc1nnc(-c2cccc(C(N)=S)c2)o1
  A: -4% | B: -5% | C: 2% | D: -8% | E: -10%[11.4 µM] | F: 4% | G: -5% | H: -4%
COc1c2c(cc3c1OCO3)C13C=CC(OC)CC1N(C2)CC3O (stereo unspecified)
  A: -4% | B: -5% | C: -8% | D: -2% | E: . | F: 9% | G: -3% | H: -1%
O=C(CNC(=O)c1ccc(Br)cc1)Nc1ccc(Br)cc1C(=O)c1ccccc1
  A: 0% | B: -22% | C: -4% | D: 1% | E: -3% | F: ? | G: -16% | H: 0%
CC1(C)CSC(=NCc2ccccc2)N1
  A: 0% | B: 4% | C: -7% | D: 7% | E: -1% | F: -3% | G: 0% | H: -5%
c1ccc(CNc2c3c(nc4ccccc24)CCC3)cc1
  A: -2% | B: -9% | C: 5% | D: -3% | E: -22% | F: . | G: 2% | H: 6%
COc1ccc(-c2nc(CN3C(=O)CN=C(c4ccccc4)c4ccccc43)c(C)o2)cc1
  A: . | B: -11% | C: -4% | D: -17% | E: . | F: . | G: 0% | H: -1%
O=C(NCC(c1cccnc1)N1CCN(c2ccccc2)CC1)Oc1ccccc1 (stereo unspecified)
  A: -22% | B: -10% | C: -6% | D: ? | E: -15% | F: -6% | G: -3% | H: 0%
CN1C2CCC1CC(OC(=O)c1ccc(Cl)cc1)C2 (stereo unspecified)
  A: -10% | B: -6% | C: 7% | D: -9% | E: 4% | F: -11% | G: 3% | H: 1%
CCN(CC)c1ccc(/C=C2/C(=O)NC(=O)N(Cc3ccco3)C2=O)cc1
  A: -5% | B: -2% | C: . | D: ? | E: ? | F: 0.56µM* | G: ? | H: 27%
CC(=NCCN1CCOCC1)c1c(O)n(-c2ccccc2C)c(=O)[nH]c1=O
  A: -9% | B: -5% | C: -11% | D: -10% | E: 1% | F: -14% | G: -2% | H: 0%
Clc1cccc(/C=N\Nc2nccs2)c1
  A: 0% | B: 18µM*[quencher] | C: -5% | D: ? | E: . | F: 1% | G: 15% | H: -6%
O=C(Nc1ccccc1)c1cccn(Cc2ccccc2)c1=O
  A: 1% | B: -27% | C: -1% | D: ? | E: . | F: -8% | G: -12% | H: -3%
CNC(=S)N(C)CCc1cc2c(c(OC)c1C=C1C(=O)NC(=O)NC1=O)OCO2
  A: 7% | B: -17% | C: -6% | D: ? | E: -6% | F: ? | G: -8% | H: -3%
Cn1nc(-c2ccc(OCC(=O)N3CCN(Cc4ccccc4)CC3)cc2)c2ccccc2c1=O
  A: -2%&-7% | B: 0%&-3% | C: -9%&4% | D: -12%&-7% | E: 10% | F: -15%&-17% | G: 13%&-12% | H: 0%&-2%
Oc1ccccc1/C=N/NP(=S)(c1ccccc1)c1ccccc1
  A: -12% | B: ? | C: -9% | D: -2% | E: 43%[activator] | F: ? | G: ? | H: -4%
COc1cccc(C(=O)C2CCCN(C3CCOCC3)C2)c1 (stereo unspecified)
  A: 5% | B: -7% | C: 1%[53 µM] | D: -5% | E: -4% | F: 0% | G: -1% | H: -8%[53 µM]
O=C(N[C@H]1CP(=O)(Oc2ccccc2)O[C@H](COCc2ccccc2)[C@H]1O)C(Cl)(Cl)Cl (stereo partly specified)
  A: 0% | B: -4% | C: 3% | D: -1% | E: . | F: . | G: 0% | H: -3%
CCN(CC)CCN=Cc1c(O)n(Cc2ccco2)c(=O)[nH]c1=O
  A: 3% | B: -1% | C: -1% | D: -6% | E: 0% | F: 11% | G: -3% | H: -1%

Five compounds picked at random from those above:
Short keys: A = aGal spleen mod; B = Tau fluor cs; C = TRb-SRC2 inh; D = Tau ThT inhib; E = L3MBTL1 block; F = ALDH1A1 block; G = Tau fibril FP; H = TR SRC2 fluor cs
Cn1nc(-c2ccc(OCC(=O)N3CCN(Cc4ccccc4)CC3)cc2)c2ccccc2c1=O
  A: -2%&-7% | B: 0%&-3% | C: -9%&4% | D: -12%&-7% | E: 10% | F: -15%&-17% | G: 13%&-12% | H: 0%&-2%
O=C(N[C@H]1CP(=O)(Oc2ccccc2)O[C@H](COCc2ccccc2)[C@H]1O)C(Cl)(Cl)Cl (stereo partly specified)
  A: 0% | B: -4% | C: 3% | D: -1% | E: . | F: . | G: 0% | H: -3%
CC1(C)CSC(=NCc2ccccc2)N1
  A: 0% | B: 4% | C: -7% | D: 7% | E: -1% | F: -3% | G: 0% | H: -5%
O=C(CNC(=O)c1ccc(Br)cc1)Nc1ccc(Br)cc1C(=O)c1ccccc1
  A: 0% | B: -22% | C: -4% | D: 1% | E: -3% | F: ? | G: -16% | H: 0%
c1ccc(CNc2c3c(nc4ccccc24)CCC3)cc1
  A: -2% | B: -9% | C: 5% | D: -3% | E: -22% | F: . | G: 2% | H: 6%

High-throughput results deposited in PubChem BioAssay by National Center for Advancing Translational Sciences (NCATS).
